Source: PubChem
IDH1 R132H inh = qHTS for Inhibitors of mutant isocitrate dehydrogenase 1 (IDH1): qHTS | IDH1-R132H enzyme, NADPH consumption, diaphorase/resazurin fluorescence | Isocitrate dehydrogenase [NADP] cytoplasmic (Homo sapiens), O75874 | 390,000 compounds, 0.093% hits | AID 602179, 2012 | Potency, µM (doses to about 76.6 µM), inactives show at the highest dose activity change, negative = inhibition, most hits filed as inhibitors; also: % is scaled to controls: 0 for no effect and ±100 for the full control effect; nearly all actives have a fitted effect of over 65% in size
Target sequence (O75874 whole entry R132H, stated change not applied): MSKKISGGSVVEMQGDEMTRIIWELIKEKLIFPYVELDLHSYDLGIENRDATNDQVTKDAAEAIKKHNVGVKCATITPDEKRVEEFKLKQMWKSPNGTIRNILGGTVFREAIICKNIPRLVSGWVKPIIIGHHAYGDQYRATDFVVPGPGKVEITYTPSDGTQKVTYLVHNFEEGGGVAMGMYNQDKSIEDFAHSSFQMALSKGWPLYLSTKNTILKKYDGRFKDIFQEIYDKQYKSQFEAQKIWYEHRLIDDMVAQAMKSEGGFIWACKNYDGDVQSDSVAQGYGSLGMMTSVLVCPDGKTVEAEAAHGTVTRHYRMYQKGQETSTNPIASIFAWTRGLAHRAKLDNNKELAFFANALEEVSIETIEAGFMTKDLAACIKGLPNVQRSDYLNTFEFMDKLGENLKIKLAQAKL
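IDH1-R132H (0.5 ug/mL dispensed) in pH 7.5 Tris buffer was preincubated 30 min with compound, then given a substrate mix of 0.016 mM NADPH and 2 mM alpha-KG for 80 min at room temperature; remaining NADPH was read by diaphorase/resazurin fluorescence.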
Vif-A3F inh = qHTS for Inhibitors of Vif-A3F Interactions: qHTS; HeLa A3F-eYFP + Vif (tagged APOBEC3F with the HIV-1 protein that degrades it), YFP fluorescence increase; Potency, µM (highest dose often 46.1 µM), inactives show top-dose activity, negative = active; 390,000 compounds, 0.2% hits; AID 602313, 2012; also: % of control where 0% means no effect; nearly all actives have a fitted effect of over 65% in size
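Fluorescence increase (Ex 488/Em 500-530) after overnight compound treatment at 37 deg C flags inhibition of Vif-driven A3F-eYFP loss in stable HeLa A3F-eYFP/Vif cells seeded overnight beforehand.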
ALOX12 inh = Primary qHTS assay for inhibitors of human arachidonate 12S-lipoxygenase (ALOX12): Round 2 | Polyunsaturated fatty acid lipoxygenase ALOX12 (Homo sapiens), P18054 | purified 12hLO, xylenol orange hydroperoxide absorbance | Potency, µM (top dose mostly 108 µM), without a hit: at the highest dose activity change, negative = inhibition, usual class: inhibitors | 580,000 compounds, 1.1% hits; also: % is scaled to controls: 0 for no effect and ±100 for the full control effect
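Purified human 12hLO (150 nM final) in 25 mM Hepes, 0.01% Triton X-100, pH 7.0 was preincubated 15 min at room temperature with compound. Then 40 uM arachidonic acid was added, 30 min. Hydroperoxide was read by Fe-XO absorbance ratio 573/405 nm.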
TrxR1 inh = qHTS Assay for Inhibitors of Mammalian Selenoprotein Thioredoxin Reductase 1 (TrxR1): qHTS | Thioredoxin reductase 1, cytoplasmic (Rattus norvegicus), O89049 | recombinant rTrxR1, NADPH fluorescence consumption, selenite substrate | Potency, µM (titrated, usually from 114 µM), without a hit: top-dose activity change, negative = inhibition, usual class: inhibitors | 390,000 compounds, 1% hits; also: % is scaled to controls: 0 for no effect and ±100 for the full control effect; nearly all actives have a fitted effect of over 65% in size
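Rat TrxR1 (90 nM in the dispensed reagent) was pre-reduced with 400 uM NADPH for 5 min at room temperature, then incubated with compound for 15 min. After 400 uM selenite was added, NADPH fluorescence (Ex 340/Em 450 nm) was followed for 8 min.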
USP1-UAF1 inh = Inhibitors of USP1/UAF1: Primary Screen. Ubiquitin carboxyl-terminal hydrolase 1 (Homo sapiens), O94782. recombinant USP1/UAF1, Ub-Rhodamine cleavage fluorescence. Potency, µM (top dose mostly 57.1 µM), without a hit: at the highest dose activity change, negative = inhibition, most hits filed as inhibitors. 390,000 compounds, 0.23% hits; also: % is scaled to controls: 0 for no effect and ±100 for the full control effect; nearly all actives have a fitted effect of over 60% in size; inactives centre near -12
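USP1/UAF1 complex at 1 nM was preincubated with compound for 15 min at room temperature, then Ub-Rho substrate (150nM final) was added. Fluorescence (480/540 nm) was read kinetically, 6 reads every 60 seconds.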
Vif-APOBEC3G blk = qHTS for Inhibitors of Vif-A3G Interactions: qHTS | AID 602310, 2012 | HeLa A3G-eYFP + Vif (tagged APOBEC3G with the HIV-1 protein that degrades it), YFP fluorescence, overnight | DNA dC->dU-editing enzyme APOBEC-3G (Homo sapiens), Q9HC16 | 410,000 compounds, 0.076% hits | Potency, µM (doses to about 46.1 µM), inactives show at the top dose activity, negative = active, hits mostly inhibitors;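 also: % is scaled to controls: 0 for no effect and ±100 for the full control effect; nearly all actives have a fitted effect of over 60% in size; hits raise eYFP signal because A3G escapes Vif-driven loss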
Target sequence (Q9HC16 whole entry, looked up): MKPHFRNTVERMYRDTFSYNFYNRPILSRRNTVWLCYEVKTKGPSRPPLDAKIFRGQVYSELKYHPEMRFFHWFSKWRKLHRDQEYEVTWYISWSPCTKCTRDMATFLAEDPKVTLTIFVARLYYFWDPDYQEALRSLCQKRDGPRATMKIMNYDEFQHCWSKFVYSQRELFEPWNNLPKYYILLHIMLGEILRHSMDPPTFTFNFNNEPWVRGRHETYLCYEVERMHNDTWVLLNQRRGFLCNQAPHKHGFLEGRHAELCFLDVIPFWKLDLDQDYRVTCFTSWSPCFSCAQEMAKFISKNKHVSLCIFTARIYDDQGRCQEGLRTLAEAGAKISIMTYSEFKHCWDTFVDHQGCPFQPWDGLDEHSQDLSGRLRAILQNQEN
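HeLa cells stably expressing Vif and C-terminally eYFP-tagged A3G, seeded overnight at 37 deg C, then exposed to compound by pintool overnight at 37 deg C. Rise in yellow fluorescence (Ex 488/Em 500-530, Acumen) marks blocked Vif-driven A3G degradation.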
RXFP1 agonist = qHTS Assay for Agonists of the Relaxin Receptor RXFP1; 370,000 compounds, 0.3% hits; HEK293T-RXFP1 cAMP TR-FRET, 30 min; response scale: percent of porcine relaxin response, buffer zero; Potency, µM (top dose mostly 57.5 µM), for inactives: at the highest dose activation, hits mostly activators; Relaxin receptor 1 (Homo sapiens), Q9HBX9; AID 2676, 2010; also: % is scaled to controls: 0 for no effect and ±100 for the full control effect; nearly all actives have a fitted effect of over 60% in size; many of its hits are not listed in these tables
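cAMP rise read by TR-FRET after 30 min, 37C compound exposure (up to 58 uM) in RXFP1-transfected HEK293 cells with Ro 20174 present. EC50 from Hill-equation fits, with 29 nM porcine relaxin as 100% and buffer as basal.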
TrxR1 substrate = qHTS Assay for Substrates of Mammalian Selenoprotein Thioredoxin Reductase 1 (TrxR1): qHTS; Thioredoxin reductase 1, cytoplasmic (Rattus norvegicus), O89049; purified TrxR1 substrate turnover, NADPH consumption readout; Potency, µM (titrated, usually from 114 µM), inactives show at the top dose activity change, negative = substrate turnover; 390,000 compounds, 0.01% hits; also: % is scaled to controls: 0 for no effect and ±100 for the full control effect; nearly all actives have a fitted effect of over 50% in size
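Rat TrxR1, dispensed at 90 nM, was prereduced with 400 uM NADPH (final) for 5 min at ~22 deg C, then incubated with compound 15 min before 400 uM selenite. A first-read NADPH fluorescence drop versus no-compound background flagged substrates.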
RGS4 inhibitor = Inhibitors of Regulator of G Protein Signaling (RGS) 4: qHTS | Transcreener GDP fluorescence polarization, RGS4-accelerated GTP hydrolysis | 390,000 compounds, 0.039% hits | Potency, µM (titrated, usually from 114 µM), for the others: at the highest dose activity change, negative = inhibition, most hits filed as inhibitors; also: % is scaled to controls: 0 for no effect and ±100 for the full control effect; nearly all actives have a fitted effect of over 75% in size; some results filed as inactive show a strong effect at the top dose
Target sequence (P49798 whole entry, looked up): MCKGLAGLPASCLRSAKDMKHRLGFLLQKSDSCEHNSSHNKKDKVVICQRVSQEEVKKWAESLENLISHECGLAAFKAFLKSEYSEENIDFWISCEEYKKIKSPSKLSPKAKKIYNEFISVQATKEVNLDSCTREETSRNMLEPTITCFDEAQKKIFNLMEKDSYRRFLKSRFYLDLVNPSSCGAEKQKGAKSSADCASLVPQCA
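MLSMR compounds (23 nl, pin-transferred) preincubated 10 min at room temperature with a 500nM (2x) first reagent, then RGS4 at 900nM (2x) plus Transcreener GDP mix added; fluorescence polarization (620/688 nm) read before and after 90 min at 30 °C.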
Active calls of the source: *; ? = inconclusive; . = no result given; & = joins results of further samples; [ ] = dose if it differs, or a comment. Calls follow the shape of the dose curve; as a rule, active = well fitted curve in the direction sought with a large enough effect; inconclusive = small, poorly fitted or top-dose-only effect, or another doubt; inactive = no such curve, though single readings can be large; an effect the other way counts as inactive or inconclusive. Potency is read from the fitted curve at half-maximal effect. An excerpt, so the mix of outcomes need not match the whole.

Codes – A = IDH1 R132H inh; B = Vif-A3F inh; C = ALOX12 inh; D = TrxR1 inh; E = USP1-UAF1 inh; F = Vif-APOBEC3G blk; G = RXFP1 agonist; H = TrxR1 substrate; I = RGS4 inhibitor
> CCCOc1ccc(-c2nc(N3CCCCC3)c3ccccc3n2)cc1
  A: -7% | B: -3% | C: -15% | D: 13% | E: ? | F: 4% | G: -1.4% | H: 5% | I: 26%
> COc1cc(NC(=O)CSc2ncnc3sc4c(c23)CCC(C)C4)c(C(=O)O)cc1OC (stereo not drawn)
  A: 0% | B: -7% | C: -17% | D: 0% | E: -18% | F: 2% | G: 4.7% | H: -4% | I: -53%
> CCCS(=O)(=O)N1CC(=O)N(c2ccccc2C)C(C)(C(=O)NC2CCCC2)C1 (stereo not drawn)
  A: -18% | B: 2% | C: -1% | D: 12% | E: -11% | F: 5% | G: -2.8% | H: -5% | I: 26%
> Cc1cccc(-c2nc3cc([N+](=O)[O-])ccc3o2)c1
  A: 4% | B: -5% | C: 2% | D: 27%[57.1 µM] | E: -20% | F: 0% | G: -0.9% | H: 0%[57.1 µM] | I: 7%
> CC(NS(=O)(=O)c1ccccc1)C1CC2CCC1C2 (stereo not drawn)
  A: 6% | B: -17% | C: 6% | D: 5% | E: -8% | F: -7% | G: . | H: 2% | I: -14%
> CCN(CC)CCCNc1nnc(C)c(=O)[nH]1
  A: 6% | B: -11% | C: ? | D: 7%[57.1 µM] | E: -18% | F: -4% | G: 1.4% | H: -5% | I: 6%
> CCOC(=O)C1CCN(C(=O)C2CCN(c3ncnc4c3nc3n4CCCCC3)CC2)CC1
  A: 4% | B: -8% | C: -19% | D: 20% | E: -17% | F: 0% | G: 19% | H: 4% | I: 0%
> CCOc1ccccc1N(C)C(=O)c1cn(C)c(=O)c2ccccc12
  A: 5% | B: -1% | C: 0% | D: -2%[57.1 µM] | E: -8% | F: 0% | G: -2.0% | H: 6%[57.1 µM] | I: 11%
> O=C(OCCn1cncn1)c1cc2ccccc2oc1=O
  A: -3% | B: -6% | C: 232%[activator] | D: 2% | E: 8% | F: 5% | G: 3.3% | H: 18% | I: -1%
> C=CCCC(=O)N1CCC(CCC(=O)NC2CC2)CC1
  A: 11% | B: 6% | C: -5% | D: 19% | E: -20% | F: -9% | G: -2.2% | H: 4% | I: -15%
> Cc1nn(C)cc1CNCc1ccc(OCC(O)CN(C)Cc2ccccc2)cc1 (stereo not drawn)
  A: 3% | B: -1% | C: -16% | D: 23% | E: -12% | F: 3% | G: -1.2% | H: 0% | I: -9%
> O=C1N/C(=N\S(=O)(=O)Cc2ccccc2)S/C1=C/c1cc([N+](=O)[O-])ccc1O
  A: 0% | B: -23% | C: -29% | D: -30% | E: ? | F: 2% | G: 12% | H: ? | I: -20%
> COc1ccccc1CNC(=O)c1cc2sccc2n1C
  A: 9% | B: -3% | C: 15% | D: -3% | E: -11% | F: -8% | G: 2.8% | H: -3% | I: -35%
> FC(F)(F)c1cccnc1N1CCN(c2ncnc3nc[nH]c23)CC1
  A: 6% | B: 0% | C: 10% | D: 34% | E: 2% | F: -6% | G: 1.3% | H: 4% | I: 9%
> O=C(c1cccc(Br)c1)N1CCCC1
  A: 0% | B: 0% | C: -8% | D: 23% | E: -10% | F: -1% | G: 1.3% | H: 6% | I: -33%
> Cc1csc(NC(=O)CCN2C(=O)c3ccccc3S2(=O)=O)n1
  A: 0% | B: -5% | C: 7% | D: 16% | E: -7% | F: 1% | G: -0.3% | H: -5% | I: -8%
> Cc1cc(C)c(NC(=O)CSc2ccc3nnc(CCNC(=O)c4ccccc4)n3n2)c(C)c1
  A: 8% | B: -5% | C: -18% | D: -13% | E: -18% | F: -4% | G: 0.3% | H: -4% | I: -32%
> CC(NC(=O)CNC(=O)C1CCCCC1)c1cccc(Cl)c1 (stereo not drawn)
  A: 6% | B: 9% | C: -6% | D: 20% | E: -14% | F: 1% | G: 3.3% | H: 1% | I: 9%
> CCCCCCN1C=CC(=C2C(=O)c3ccccc3C2=O)C=C1
  A: 1% | B: ? | C: -1% | D: 25% | E: -23% | F: 0% | G: 0.0% | H: 6% | I: 7%
> CCOC(=O)N1CCN(c2c(NCCCN(CC)Cc3ccccc3)c(=O)c2=O)CC1
  A: -1% | B: -1% | C: 5% | D: -28% | E: 7% | F: 2% | G: 0.0% | H: -5% | I: 20%
> CCOc1ccccc1CNC(=O)CCCn1ccc2cc(S(=O)(=O)N3CCCC3)ccc21
  A: -2%&-15% | B: -1%&4% | C: 2%&4% | D: 23%&20% | E: -11%&-14% | F: 1%&-4% | G: 4.3%&0.5% | H: 1%&-2% | I: -2%&28%
> CCC(Sc1nc(=O)cc(N)n1-c1ccccc1)C(=O)Nc1cc(C)on1 (stereo not drawn)
  A: 4% | B: -6% | C: 19% | D: 28% | E: 2% | F: 0% | G: 1.7% | H: 9% | I: 20%
> COc1ccc(C)cc1N(CC(=O)N1CCc2ccccc2C1)S(C)(=O)=O
  A: 2% | B: -7% | C: 5% | D: 20% | E: -17% | F: 0% | G: 2.8% | H: -1% | I: -7%
> Cc1ccnc(N=Cc2nc(-c3ccccc3Br)oc2O)c1
  A: 0% | B: -9% | C: 12% | D: 15% | E: -23% | F: 0% | G: 1.2% | H: 2% | I: 2%
> C[C@H](CO)N1C[C@H](C)[C@@H](CN(C)C(=O)c2ccccc2)OCc2cn(nn2)CCCC1=O
  A: -7% | B: -8% | C: 0% | D: . | E: -24% | F: 0% | G: . | H: . | I: .
> COc1ccc(C(C(=O)NC2CCCC2)N(C(=O)CNC(=O)c2ccco2)c2cccnc2)cc1 (stereo not drawn)
  A: 5% | B: -5% | C: 0% | D: 8%[0.0914 µM] | E: -10% | F: 0% | G: 2.7% | H: 9%[57.1 µM] | I: -19%
> CCOc1ccc(NC(=O)CSc2nc(N3CCOCC3)nc(N3CCOCC3)n2)cc1
  A: 2% | B: 6% | C: 1% | D: 16% | E: -19% | F: -6% | G: 0.0% | H: 5% | I: -4%
> O=C(CN1C(=O)S/C(=C\C=C\c2ccccc2)C1=O)Nc1ccc(O)cc1
  A: 2% | B: 8% | C: -15% | D: -9% | E: -16% | F: -5% | G: 3.1% | H: -9% | I: 13%
> CC(C)(C)NC(=O)Cn1c(SCC(=O)NC2CCCC2)nc2ccccc21
  A: 4% | B: 6% | C: -3% | D: 15% | E: -13% | F: 2% | G: 0.3% | H: 4% | I: -16%
> Cc1ccc(NC(=O)CSCC(=O)Nc2ccc(S(=O)(=O)N3CCOCC3)cc2)cc1
  A: 1% | B: 5% | C: -26% | D: -8% | E: -13% | F: 0% | G: 1.8% | H: -5% | I: -15%
> Fc1cccc(Nc2nc(-c3ccncc3)nc3ccccc23)c1
  A: 8% | B: 1% | C: -15% | D: -12% | E: -17% | F: -11% | G: 3.9% | H: 1% | I: ?
> CC(=O)Nc1c2c3c(cccc3n(C)c1=O)C(=O)c1ccccc1-2
  A: 5% | B: 1% | C: -14% | D: -20% | E: -14% | F: 0% | G: . | H: -6% | I: ?
> CCc1ccccc1Nc1sc(C(=O)c2ccccc2)c(N)c1S(=O)(=O)c1ccccc1
  A: -1% | B: 4% | C: -16% | D: 13% | E: -14% | F: 4% | G: 0.4% | H: 1% | I: 6%
> CCC1CCCCN1S(=O)(=O)c1ccccc1[N+](=O)[O-] (stereo not drawn)
  A: 6% | B: -4% | C: 22% | D: -1%[57.1 µM] | E: 0% | F: 0% | G: -2.7% | H: -2%[57.1 µM] | I: 9%
> CC(=O)Nc1cccc(NC(=O)CSc2ncc(-c3ccc(Cl)cc3)n2Cc2ccco2)c1
  A: -3% | B: 4% | C: -30% | D: ? | E: -18% | F: 2% | G: 0.6% | H: -6% | I: -18%[11.4 µM]
> CC(=O)c1ccc(NC(=O)CSc2ccc(-c3ccco3)nn2)cc1
  A: 3% | B: -6% | C: 92%[activator] | D: ? | E: -16% | F: 0% | G: 15% | H: -9% | I: -19%

2 compounds from above, reduced to IDH1 R132H inh and USP1-UAF1 inh:
smiles | IDH1 R132H inh | USP1-UAF1 inh
C=CCCC(=O)N1CCC(CCC(=O)NC2CC2)CC1 | 11% | -20%
Cc1nn(C)cc1CNCc1ccc(OCC(O)CN(C)Cc2ccccc2)cc1 (stereo not drawn) | 3% | -12%
